STAT3 activator: STAT3 signaling activation; U3A cells, IL-6 STAT3-luciferase reporter, luminescence; 100% = signal with IL-6 EC80 alone; activation (% of control), % at 5.6 µM; 0.91% of 190,000 active;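 active = activation above the screen-wide mean of compound activation plus 3 SD, cut at about 130% in these data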;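 also: 0% = background luminescence of wells with medium and substrate only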
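Material: STAT1-lacking human U3A cells, STAT3 luciferase reporter | Benchmarks: IL-6-only wells as 100% reference | Probe or stimulus: IL-6 (33 ng/mL) | Timing: Compound 1 h, then IL-6 6 h at 37 °C | Detection: Luminescence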
RAM network inh: inhibitors of the yeast RAM network; S. cerevisiae dse1pr::URA3 reporter, 5-FOA growth OD615, 2 d; analog-sensitive cbk1-as2 kinase mutant strain; inhibition, % at 50 µM; 1.8% of 190,000 active;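 active = inhibition above a set limit, 3 SD over mean compound inhibition, cut at about 8.4% in these data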;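 also: 0% = DMSO-only wells with no growth and 100% = 10 µM 1-NA-PP1 full growth; inhibition rescues growth on 5-FOA so higher OD means more RAM inhibition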
PPARg SRC-3 ag: PPARgamma-driven SRC-3 recruitment agonism; P37231; biochemical PPARgamma/SRC-3 coactivator recruitment assay; activation, % at 8 µM; 0.26% of 200,000 active; AID 731; in the data active = activation above about 23%;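 also: 0% = DMSO and 100% = reference agonist; some compounds past the cut are filed as inactive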
Target sequence (P37231 whole entry, looked up): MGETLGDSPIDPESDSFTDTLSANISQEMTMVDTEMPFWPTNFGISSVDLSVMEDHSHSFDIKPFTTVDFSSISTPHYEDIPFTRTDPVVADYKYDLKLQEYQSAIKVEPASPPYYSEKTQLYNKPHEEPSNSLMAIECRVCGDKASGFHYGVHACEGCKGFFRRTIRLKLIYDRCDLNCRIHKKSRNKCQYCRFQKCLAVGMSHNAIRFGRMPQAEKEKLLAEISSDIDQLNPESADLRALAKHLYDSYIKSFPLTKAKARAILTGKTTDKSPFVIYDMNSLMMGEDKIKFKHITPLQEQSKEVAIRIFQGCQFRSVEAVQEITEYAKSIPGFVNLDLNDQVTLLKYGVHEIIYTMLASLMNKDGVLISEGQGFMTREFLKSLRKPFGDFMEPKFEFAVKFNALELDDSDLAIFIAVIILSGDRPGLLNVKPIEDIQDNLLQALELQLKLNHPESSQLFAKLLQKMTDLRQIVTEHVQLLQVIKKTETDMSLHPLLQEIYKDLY
SRC2 TRFRET art: TR-FRET artefact, counter-screen to PPARgamma/SRC-2 agonist assay; TR-FRET ratio at 8 µM; stronger effect = higher value; AID 1049; 0.4% of 200,000 active; in the data active = TR-FRET ratio above about 2000; also: inactives centre near 1500
STAT3 inh: inhibitors of IL-6 induced STAT3 signaling; 0.89% of 190,000 active; inhibition, % at 5.5 µM; U3A cells, IL-6 STAT3-luciferase reporter, luminescence; host cell line lacks STAT1;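 active = inhibition above the mean inhibition across all screened compounds plus 3 SD, cut at about 44% in these data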;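 also: 0% = DMSO only wells and 100% = 100 µM nifuroxazide control wells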
STAT1 inh: inhibitors of IFN-gamma induced STAT1 signaling; NIH 3T3 STAT1-luciferase reporter, luminescence; inhibition, % at 5.5 µM; 0.35% of 200,000 active; AID 920;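 active = inhibition above a set limit, the mean inhibition across all tested compounds plus 3 SD, cut at about 34% in these data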;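 also: 0% = IFN-gamma with DMSO and 100% = IFN-gamma with 300 µM nifuroxazide; values of inactives mirror those of a sister screen read the other way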
S1P3 antag: antagonists of human S1P3 receptor; Q99500; CHO S1P3 NFAT-BLA reporter, FRET fluorescence, antagonist mode; inhibition, % at 4.98 µM; 0.27% of 170,000 active; AID 485;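 active = inhibition above the plate cutoff, the mean inhibition of test wells on that plate plus 3 SD, cut at about 28% in these data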;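 also: cells challenged with S1P at its EC80 of 0.8 µM; blue over green emission ratio from cleaved BLA substrate after 4 h stimulation; 0% = S1P-stimulated wells and 100% = unstimulated DMSO-only wells; some compounds past the cut are filed as inactive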
PPARg SRC-1 ag: promotes SRC-1 coactivator recruitment by human PPARgamma. P37231. PPARgamma-SRC-1 coactivator recruitment biochemical assay. activation, % at 8 µM. 0.41% of 200,000 active; in the data active = activation above about 19%;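 also: 0% = DMSO and 100% = reference agonist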
ROMK mod: human ROMK K+ channel modulation, primary screen. P48048. Tet-inducible ROMK, thallium flux fluorescence; actives lie on both sides. B-score at 10 µM. 2% of 130,000 active. AID 1918;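 active = signal ratio slope over the read window, or its plate-corrected B-score, at least 3 SD from the plate mean, either direction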;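 also: B-score of the F/F0 ratio slope over 7 to 12 s after thallium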
Target sequence (P48048 whole entry, looked up): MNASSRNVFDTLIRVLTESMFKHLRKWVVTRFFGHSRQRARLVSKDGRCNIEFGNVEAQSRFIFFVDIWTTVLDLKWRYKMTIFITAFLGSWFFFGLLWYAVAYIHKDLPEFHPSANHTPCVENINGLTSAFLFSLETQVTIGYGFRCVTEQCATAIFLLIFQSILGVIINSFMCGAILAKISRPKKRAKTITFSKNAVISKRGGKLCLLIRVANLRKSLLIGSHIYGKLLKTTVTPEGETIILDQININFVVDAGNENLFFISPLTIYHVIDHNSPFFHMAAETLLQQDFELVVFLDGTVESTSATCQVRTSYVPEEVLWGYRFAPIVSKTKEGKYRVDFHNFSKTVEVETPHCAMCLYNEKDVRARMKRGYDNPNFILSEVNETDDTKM
PPARg SRC-2 ag: PPARgamma-driven SRC-2 recruitment agonism; PPARgamma LBD-SRC-2 recruitment, biochemical; activation, % at 8 µM; 0.34% of 200,000 active; P37231; in the data active = activation above about 22%;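 also: 0% = vehicle and 100% = reference agonist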
TLR4-MyD88 BLA: inhibitors of human TLR4-MyD88 binding. O00206+Q99836. HeLa CL3-4 TLR4/MyD88 BLA complementation, FRET ratio. inhibition, % at 8.4 µM. 0.18% of 200,000 active. AID 861; in the data active = inhibition above about 25%;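 also: 0% = vehicle and 100% = reference inhibitor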
Active calls of the source: *; / = not tested or not shown.

SMILES | STAT3 activator | RAM network inh | PPARg SRC-3 ag | SRC2 TRFRET art | STAT3 inh | STAT1 inh | S1P3 antag | PPARg SRC-1 ag | ROMK mod | PPARg SRC-2 ag | TLR4-MyD88 BLA
CCOc1ccc(NC(=O)C2CC(=O)N=C(N)S2)cc1 (configuration not stated) | 102 | -0.5 | -4 | 1512 | -2 | -6 | / | -2 | -0.21 | 8 | -2
COc1ccccc1CNC(=O)COC(=O)c1cccnc1SCC(=O)NCc1ccccc1OC | 107 | 2.8 | 2 | 1488 | -9 | 3 | -1 | 7 | -1.7 | 9 | 1
COc1ccccc1-n1cc(-c2ccc(Cl)cc2)[nH]c1=O | 95 | 0.8 | 2 | 1623 | 7 | 6 | 9 | -5 | / | 5 | 3
N#C/C(=C\c1cccs1)C(=O)Nc1nccs1 | 113 | 1.1 | 2 | 1500 | -10 | -117 | -5 | 3 | 0.0044 | 2 | -12
COCCNc1nc2sc3c(c2c(=O)n1Cc1ccco1)CCCCC3 | 111 | 4.8 | 6 | 1670 | -11 | -32 | -18 | 2 | / | 4 | -12
CSc1nc2c(c(=O)[nH]1)C(c1ccccc1Cl)CC(=O)N2 (configuration not stated) | 102 | 4.7 | -3 | 1569 | 5 | 5 | -16 | 0 | 0.39 | -1 | 2
CCOC(=O)C1=C(C)OC(N)=C(C#N)C1c1ccsc1 (configuration not stated) | 104 | 2.0 | 12 | 1602 | -1 | 16 | -13 | 10 | -1.4 | 11 | 0
Cc1cccc(-c2nnc(NC(=O)c3ccc(N4C(=O)CCC4=O)cc3)s2)c1 | 89 | 2.1 | -2 | 1225 | 13 | -5 | -3 | 0 | -0.92 | -4 | 5
CCC(C)(C(=O)NC1CCCCC1)N(C(=O)c1ccccn1)c1ccccc1 (configuration not stated) | 96 | -0.3 | 0 | 1585 | 10 | -4 | / | 0 | 0.6 | 10 | 16
O=C(N/N=C/c1coc2ccccc2c1=O)c1cccc([N+](=O)[O-])c1 | 100 | 1.5 | -2 | 1516 | 6 | 4 | 3 | -3 | 0 | -5 | 5
S=c1[nH]nc(-c2ccccc2)o1 | 102 | -0.4 | 71* | 2863* | 2 | 0 | / | 56* | / | 67* | 3
CCC(C)(C)n1nnnc1C(c1ccc(C)cc1)N1CCN(Cc2cccnc2)CC1 (configuration not stated) | 108 | 0.8 | 0 | 1619 | 1 | 1 | -9 | -3 | / | 10 | 1
CC(=O)Nc1ccc(S(=O)(=O)Nc2nnc(C(C)C)s2)cc1 | 90 | -0.7 | -2 | 1550 | 18 | 1 | / | 4 | 0.00066 | 7 | 0
CCCc1c(C)nn(C(=O)/C(C#N)=N/Nc2ccccc2[N+](=O)[O-])c1C | 98 | 0.6 | -1 | 1657 | 5 | -10 | -25 | 7 | 1.6 | 5 | -12
O=C(O)CCc1nc2ccccc2n(CCc2ccccc2)c1=O | 93 | 0.4 | -1 | 1615 | 14 | -4 | 9 | 2 | / | -3 | -3
COc1cccc(CN(C)CC(=O)Nc2ccccc2C(C)C)c1 | 108 | 0.9 | 3 | 1567 | -1 | 3 | 14 | 14 | 0.42 | -7 | 6
Cc1cccc(-c2nc3c(c(SCC(=O)N(C)C)n2)CCCC3)c1 | 97 | 0.7 | 6 | 1547 | 7 | 6 | / | -2 | / | 6 | 17
CCC(=O)NNc1ccc(Br)cc1 | 100 | -0.8 | 5 | 1662 | 6 | 7 | -5 | 2 | -0.38 | 4 | 9
Cc1ccc(C2(C)NC(=O)N(CC(=O)Nc3ccc4c(c3)OCO4)C2=O)cc1 (configuration not stated) | 102 | 0.5 | -2 | 1619 | 4 | 14 | -7 | 8 | / | 5 | 1
CC1=C(C(=O)Nc2ccccc2)C(c2ccco2)NC(=S)N1 (configuration not stated) | 98 | 2.5 | -2 | 1613 | 9 | 0 | / | -1 | -0.01 | 8 | -1
Cc1ccc(-n2c(SCC(=O)OC(C)C)nnc2-c2ccncc2)cc1 | 103 | 1.5 | 2 | 1765 | 1 | -5 | -9 | 4 | / | 1 | -13
CC(=O)c1ccc(NC(=S)N2CCCC(CO)C2)cc1 (configuration not stated) | 91 | 0.4 | 3 | 1439 | 15 | -15 | 14 | 8 | / | 2 | -13
CCOc1ccc(NC(=O)c2nccnc2CO)cc1 | 78 | 1.5 | -2 | 1692 | 29 | -48 | -15 | 6 | 0.32 | -4 | 9
CCCn1nnc(NC(=S)NC(=O)CC)n1 | 101 | -0.8 | -6 | 1525 | -3 | -3 | / | -5 | 0.19 | 7 | 2
Cn1c(C(=O)N2CCCc3ccccc32)cc2c(=O)n3ccccc3nc21 | 84 | 2.5 | 4 | 1516 | 20 | 5 | 25 | -2 | -1.3 | -1 | -1

Remaining list, next part.
SMILES | STAT3 activator | RAM network inh | PPARg SRC-3 ag | SRC2 TRFRET art | STAT3 inh | STAT1 inh | S1P3 antag | PPARg SRC-1 ag | ROMK mod | PPARg SRC-2 ag | TLR4-MyD88 BLA
O=C1C(Cl)=C(NC2CCCCC2)C(=O)N1Cc1ccccc1 | 112 | 5.6 | 0 | 1496 | -9 | 12 | 1 | -6 | -1.1 | 6 | -11
O=C(NCC1COc2ccccc2O1)C1CCCN(S(=O)(=O)c2cccc3cccnc23)C1 (configuration not stated) | 95 | 0.0 | -4 | 1469 | 14 | 5 | -17 | 6 | / | -1 | 5
OC1(c2ccc(Br)cc2)CN(c2ccccc2)C2=[N+]1CCS2 (configuration not stated) | 100 | -1.4 | 8 | 1571 | 5 | -5 | -5 | 4 | -0.49 | 3 | 8
COc1ccc(Cl)cc1NC(=O)CN(C)CC(=O)Nc1ccccc1N1CCOCC1 | 128 | 0.5 | 8 | 1763 | -30 | 3 | -5 | 8 | 5.1* | 13 | 13
O=C(Cn1cc(C(F)(F)F)ccc1=O)N/N=C/c1ccc(Cl)cc1Cl | 86 | 3.0 | -5 | 1596 | 17 | -18 | 0 | 3 | -0.069 | -4 | -25
O=S(=O)(N/N=C\C=C\c1ccccc1)c1ccc(Cl)cc1 | 104 | 2.5 | 6 | 1471 | 3 | -3 | / | 9 | -0.81 | 1 | -12
COC(=O)C1=C(C)N(c2cc(C)cc(C)c2)/C(=C/c2ccco2)C1=O | 96 | 0.6 | 2 | 1422 | 10 | 3 | -14 | 1 | -1.2 | -8 | 5
CCCOc1ccc(C(=O)CCNc2ccc(C)c(Cl)c2)cc1 | 98 | 0.9 | 1 | 1384 | 10 | 0 | / | 4 | -0.7 | 6 | -10
Cc1ccccc1CSc1nc2c(c(=O)[nH]1)CCCC2 | 97 | 1.2 | -8 | 1615 | 10 | 0 | / | 0 | 0.78 | 7 | -2
CC1C(=O)NN=C1C(=O)N/N=C/c1cccs1 (configuration not stated) | 100 | 1.4 | -4 | 1636 | 5 | -7 | -5 | 2 | -0.19 | 5 | 3
O=C(CCN1CCN(c2ccccc2F)CC1)c1ccc(Br)cc1 | 99 | -1.1 | -4 | 1627 | 7 | -4 | 6 | 0 | / | 7 | 1
CCn1c(CNc2cccc(C(F)(F)F)c2)n[nH]c1=S | 94 | -0.1 | 3 | 1537 | 9 | -8 | -10 | 5 | -0.0012 | 0 | -1
CC(=O)Nc1ccc(S(=O)(=O)NC2(C(F)(F)F)C(=O)Nc3c2c(=O)n(C)c(=O)n3C)cc1 (configuration not stated) | 101 | 2.5 | 3 | 1622 | -2 | 6 | / | 4 | 1.7 | 8 | 1
Cc1cc(C)c(C#N)c(OCC(=O)c2ccc(Br)cc2)n1 | 108 | 2.0 | 4 | 1437 | -6 | 0 | / | 2 | / | -2 | 3
O=C(COC(=O)C1CCCCC1)Nc1cc([N+](=O)[O-])ccc1F | 105 | -1.6 | -4 | 1567 | 1 | 0 | -18 | -9 | -0.77 | 0 | -11
CCC(C)c1ccc(NC(=O)CC(C)=O)cc1 (configuration not stated) | 114 | 0.7 | -1 | 1611 | -18 | -9 | -12 | 4 | 0.21 | -1 | -6
O=C(CSc1nnc(-c2cccs2)n1CC1CCCO1)N1CCCC1 (configuration not stated) | 98 | -1.3 | 2 | 1793 | 7 | -4 | -3 | 10 | 0.77 | 9 | 12
Cc1ccccc1NS(=O)(=O)c1ccc2[nH]c(=O)[nH]c2c1 | 99 | 1.2 | 0 | 1540 | 2 | 2 | 2 | 5 | 0.16 | 5 | -3
COn1c(SCc2ccc(C)cc2C)nc2ccccc2c1=O | 85 | 9.2* | 13 | 1633 | 22 | -4 | / | 3 | / | -4 | 2
Cc1ccc(S(=O)(=O)Cc2ccc(C(=O)OCc3ccccc3)cc2)cc1 | 98 | 3.3 | -1 | 1452 | 2 | 6 | / | -1 | -0.43 | 6 | -8
OCCn1c(C(F)(F)F)nc2ccccc21 | 102 | 1.0 | 1 | 1462 | 1 | -1 | / | -3 | 0.25 | 9 | 5
Cc1ccc(C(=O)NCCc2cccc(Cl)c2)cc1[N+](=O)[O-] | 99 | 0.4 | 6 | 1659 | 4 | -22 | 17 | -7 | / | 1 | 7
CCOc1ccc(N2C(=O)CC(NCCNc3ccc(C(=O)c4cccs4)cc3)C2=O)cc1 (configuration not stated) | 96 | 0.8 | 1 | 1690 | 12 | 8 | 0 | 5 | / | 2 | -11
COC(=O)Nc1sc2c(c1C(N)=O)CCCCCC2 | 90 | 2.4 | 16 | 1488 | 14 | 6 | -11 | 0 | / | -1 | 26*
COc1ccccc1NC(=O)Cn1nc(C(F)(F)F)c2c1CCCC2 | 103 | 2.6 | -6 | 1392 | 0 | 8 | 29 | 0 | / | -3 | 8
CC(C)c1ccc(C2CC(=O)c3cnc(N4CCc5ccccc5C4)nc3C2)cc1 (configuration not stated) | 100 | 2.7 | 1 | 1724 | 11 | -7 | / | 2 | / | 1 | -1
c1ccc2nc(-c3nc4ccccc4o3)ccc2c1 | 36 | 1.2 | -4 | 1459 | 80* | 38* | -4 | 4 | -1.2 | 8 | -12
CCC1(NC(C)=O)CC2CC1CC2NC(C)=O (configuration not stated) | 108 | 2.3 | 9 | 1450 | -10 | -15 | -53 | -2 | / | 1 | -9
COc1ccccc1CCNC(=O)CSc1nc(-c2ccco2)cc(C(F)(F)F)n1 | 98 | 7.8 | 9 | 1718 | 12 | -1 | 14 | -6 | / | 4 | 6

An excerpt of these results, tab-delimited.
molecule	STAT3 activator	RAM network inh	PPARg SRC-3 ag	SRC2 TRFRET art	STAT3 inh	STAT1 inh	S1P3 antag	PPARg SRC-1 ag	ROMK mod	PPARg SRC-2 ag	TLR4-MyD88 BLA
COCCNc1nc2sc3c(c2c(=O)n1Cc1ccco1)CCCCC3	111	4.8	6	1670	-11	-32	-18	2	/	4	-12
CSc1nc2c(c(=O)[nH]1)C(c1ccccc1Cl)CC(=O)N2 (configuration not stated)	102	4.7	-3	1569	5	5	-16	0	0.39	-1	2
CCOC(=O)C1=C(C)OC(N)=C(C#N)C1c1ccsc1 (configuration not stated)	104	2.0	12	1602	-1	16	-13	10	-1.4	11	0

Records above that bear a hit mark in ROMK mod.
Structure	STAT3 activator	RAM network inh	PPARg SRC-3 ag	STAT1 inh	S1P3 antag	PPARg SRC-1 ag	ROMK mod	PPARg SRC-2 ag	TLR4-MyD88 BLA
COc1ccc(Cl)cc1NC(=O)CN(C)CC(=O)Nc1ccccc1N1CCOCC1	128	0.5	8	3	-5	8	5.1*	13	13

Compound activity: PubChem BioAssay, several laboratories
